IMP-1 inh = inhibitors of Pseudomonas aeruginosa IMP-1 metallo-beta-lactamase; purified IMP-1, nitrocefin hydrolysis, epi-absorbance fluorescence; inhibition, % at 5.6 µM; hit rate 0.45% among 290,000; AID 1556;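 active = inhibition above the mean plus 3 SD of all compounds in the same screening run, cut at about 4.5% in these data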;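 note: 0% = IMP-1 with DMSO and 100% = DMSO wells lacking enzyme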
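Test system: recombinant IMP-1 enzyme, purified / Medium: HEPES buffer pH 7.1 with ZnSO4 and Brij 35 / Doses: single dose, 5.6 µM / Times: 25 °C, 15 min preincubation, 25 min reaction / Detection: Epi-absorbance via hydrolysed-nitrocefin quenching of white-plate fluorescence, 480/530 nm, EDTA stop / Evaluation: percent inhibition from optical density relative to buffer-blank wells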
p-CIP stab down = lowers stability of the mouse p/CIP coactivator protein; Q05BA5; F442A p/CIP-EGFP cells, EGFP fluorescence, 16 h; decrease of EGFP signal, % at 10 µM; hit rate 0.01% among 290,000; AID 1984;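 active = EGFP signal decrease of at least 30% at 10 µM or well 3 SD below plate mean, unless failing retest; inactive = the rest, including hits failing retest or dose response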; note: some compounds called inactive have numbers as strong as hits; many of its hits are not listed in these tables
Target sequence (Q05BA5 1-1403): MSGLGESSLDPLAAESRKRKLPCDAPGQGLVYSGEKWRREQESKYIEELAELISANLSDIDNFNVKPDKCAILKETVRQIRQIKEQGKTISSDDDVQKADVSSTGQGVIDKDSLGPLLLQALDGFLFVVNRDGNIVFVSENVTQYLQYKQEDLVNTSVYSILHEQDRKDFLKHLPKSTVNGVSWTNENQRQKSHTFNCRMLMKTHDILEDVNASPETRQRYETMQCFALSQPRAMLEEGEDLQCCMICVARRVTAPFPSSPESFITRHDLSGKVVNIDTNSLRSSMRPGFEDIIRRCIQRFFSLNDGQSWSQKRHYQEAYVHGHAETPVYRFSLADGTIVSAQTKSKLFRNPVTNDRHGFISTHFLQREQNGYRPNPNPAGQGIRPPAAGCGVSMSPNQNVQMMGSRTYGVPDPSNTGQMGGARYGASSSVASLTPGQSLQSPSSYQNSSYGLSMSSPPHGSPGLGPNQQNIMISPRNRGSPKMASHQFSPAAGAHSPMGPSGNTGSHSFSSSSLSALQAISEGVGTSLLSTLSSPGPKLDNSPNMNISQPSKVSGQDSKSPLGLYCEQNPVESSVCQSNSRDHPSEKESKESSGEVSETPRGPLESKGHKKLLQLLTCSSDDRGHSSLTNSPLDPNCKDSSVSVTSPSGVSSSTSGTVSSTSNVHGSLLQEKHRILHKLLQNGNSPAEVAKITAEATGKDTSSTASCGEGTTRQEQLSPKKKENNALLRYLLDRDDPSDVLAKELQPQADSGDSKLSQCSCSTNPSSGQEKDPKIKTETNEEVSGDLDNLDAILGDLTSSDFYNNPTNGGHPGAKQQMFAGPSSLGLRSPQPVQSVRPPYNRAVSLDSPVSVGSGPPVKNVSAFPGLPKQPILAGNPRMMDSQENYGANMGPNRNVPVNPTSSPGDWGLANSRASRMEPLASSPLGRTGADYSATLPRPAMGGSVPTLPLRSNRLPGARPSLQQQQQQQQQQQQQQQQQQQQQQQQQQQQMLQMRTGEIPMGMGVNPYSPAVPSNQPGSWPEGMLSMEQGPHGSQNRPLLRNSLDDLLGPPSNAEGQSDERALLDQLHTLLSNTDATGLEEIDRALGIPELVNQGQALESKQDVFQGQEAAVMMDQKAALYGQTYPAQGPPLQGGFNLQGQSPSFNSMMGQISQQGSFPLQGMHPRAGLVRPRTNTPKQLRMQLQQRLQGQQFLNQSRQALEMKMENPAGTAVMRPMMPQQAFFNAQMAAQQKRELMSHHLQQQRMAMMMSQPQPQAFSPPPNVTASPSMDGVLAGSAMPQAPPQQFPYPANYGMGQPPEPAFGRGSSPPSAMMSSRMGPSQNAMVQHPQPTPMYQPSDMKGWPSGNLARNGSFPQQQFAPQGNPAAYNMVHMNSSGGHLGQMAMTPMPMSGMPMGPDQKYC
IDE act = boosts human insulin-degrading enzyme activity in HEK cells. FAbeta-B cleavage, fluorescence polarization; 0% vehicle, 100% cell-free pure enzyme wells. activation, % at 5.96 µM. hit rate 0.073% among 340,000;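 active = activation above the mean of all tested compounds plus 3 SD, set per screening campaign, cut at about 17% in these data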
HCV NS3 hel inh = blocks Hepatitis C virus NS3 helicase unwinding; NS3 helicase DNA unwinding, Cy5 molecular beacon fluorescence; inhibition, % at 10.9 µM; hit rate 0.56% among 290,000;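 active = inhibition above the mean of all tested compounds plus 3 SD, set per campaign, cut at about 35% in these data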;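 note: 0% = DMSO wells and 100% = thioflavine S control wells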
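System: NS3 helicase fragment of HCV / Schedule: 1 h at 25 °C / Control set: DMSO alone as 0% and 110 µM thioflavine S as 100% / Reagent: Cy5/quencher beacon DNA duplex and ATP to start / Technique: Cy5 fluorescence / Replication: singlicate / Evaluation: % inhibition of end-to-start signal ratio versus controls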
MEKK3 PB1 HTS = MEKK3-MEK5 PB1 interaction, increase or decrease; AID 1529; binding response (% of control), % at 10 µM; bead-based flow cytometry, Alexa488-MEK5 binding to MEKK3; actives lie on both sides; 0 = blocked by unlabeled MEK5, 100 = vehicle; hit rate 1.4% among 290,000; Q99759;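 active = binding response more than 3 SD above or below the average of its plate-row segment, actives on both sides; inconclusive = wells at one plate position flagged as instrument error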;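 note: Alexa488 bead fluorescence after subtracting the streptavidin-only scavenger bead signal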
SUMO HTRF inh = inhibitors of human SUMOylation (UBC9) | P63279 | HTRF SUMOylation assay, SAE1/SAE2 + UBC9, in vitro | hit rate 0.36% among 290,000 | inhibition, % at 35 µM | AID 2006; in the data active = inhibition above about 50%, passing the limit was not always enough; inconclusive = no clear call, values can overlap the other calls; note: strong numbers were not always called active
PHOSPHO1 block = blocks human PHOSPHO1 phosphatase activity. Q8TCT1. recombinant PHOSPHO1, absorbance phosphatase assay. inhibition, % at 13.3 µM. hit rate 1.1% among 290,000. AID 1565; in the data active = inhibition above about 60%
VIM-2 inh = inhibitors of Pseudomonas aeruginosa VIM-2 metallo-beta-lactamase. hit rate 0.89% among 290,000. purified VIM-2, nitrocefin hydrolysis, epi-absorbance fluorescence. inhibition, % at 5.6 µM. AID 1527;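 active = inhibition above the mean of all tested compounds plus 3 SD, cutoff set per screening run, cut at about 7.5% in these data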;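 note: red hydrolysis product quenches plate fluorescence so inhibitors raise well fluorescence; 0% = enzyme with DMSO and 100% = DMSO without enzyme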
FID counter = fluorescent intercalator displacement, NS3 helicase counter-screen; DNA fluorescent intercalator displacement, fluorescence; inhibition, % at 7.9 µM; hit rate 0.17% among 290,000; AID 1845; in the data active = inhibition above about 37%;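 note: 0% = vehicle and 100% = reference compound; higher means more ethidium bromide displaced from hairpin DNA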
An asterisk follows results filed as active; u = inconclusive; x = no result given. These rows are one share of the data; the hit share may differ from the screen's.

compound	IMP-1 inh	p-CIP stab down	IDE act	HCV NS3 hel inh	MEKK3 PB1 HTS	SUMO HTRF inh	PHOSPHO1 block	VIM-2 inh	FID counter
COc1cccc(NC(=O)c2cc(S(=O)(=O)N3CCc4ccccc43)cn2C)c1	-3.0	0.3	6.2	-17.2	102.0	-7.2	28.1	-2.5	-20.5
O=C1OC2(CCCC2)OC(=O)C1=Cc1c[nH]c2ccccc12	-1.6	-6.6	-0.3	9.4	102.0	26.9	-3.4	-1.5	-4.0
CCOC(=O)CC(NC(=O)Cn1nnc(-c2ccccc2Cl)n1)c1ccc(OC)cc1 (configuration not stated)	-1.5	-8.3	1.1	-2.3	96.0	-25.1	-0.4	1.5	-13.8
COc1ccc(C2C(C(=O)c3ccco3)=C(O)C(=O)N2CCN2CCOCC2)cc1 (configuration not stated)	-2.3	1.6	-0.9	0.3	99.0	-9.5	27.0	-2.1	-9.2
COC(=O)C1=C(CN2CCN(C)CC2)NC(=O)NC1c1cc(C)ccc1C (configuration not stated)	-5.1	-2.5	-3.3	-6.4	100.0	-0.5	13.8	1.5	12.3
COCCn1c(SCC(=O)NCc2cccs2)nnc1-c1ccc(OC)cc1	-1.5	-6.3	4.8	-3.7	79.0	-6.7	19.3	-2.1	-11.7
CN(CC(=O)Nc1ccccc1Cl)C(=O)CSc1nc2ccccc2s1	1.7	3.9	-4.3	-28.7	96.0	3.2	-18.9	2.5	-11.4
CC(C)=CC(=O)OCc1cc([N+](=O)[O-])cc2c1OCOC2	-0.1	12.3	-2.1	0.8	94.0	-0.9	28.1	-1.2	-1.1
CCOc1ccc(NC(=O)CCSc2ccc(C)cc2)cc1	-0.5	4.7	3.1	-1.5	95.0	-7.3	-23.5	1.0	-19.0
CN(CC(=O)Nc1ccc(S(N)(=O)=O)cc1)C1CCCCC1	-2.3	-11.1	-3.4	3.4	102.0	9.8	31.9	-0.9	-6.5
COc1ccc(Cc2noc(CN3CCN(Cc4cccc(Cl)c4)CC3)n2)cc1OC	-1.8	-13.2	1.6	5.4	106.0	3.8	17.7	-0.4	-11.3
c1ccc(-c2nc(Sc3ncnc4c3cnn4-c3ccccc3)n[nH]2)cc1	-2.4	-0.8	x	12.9	x	10.9	87.0*	-0.7	-10.3
Cc1ccc(Nc2c(-c3ccc(C)o3)nc3cnccn23)cc1	-6.0	5.3	0.4	3.0	103.0	3.8	2.7	-0.4	-8.4
CC1(C)CC(=O)c2sc(NS(=O)(=O)c3ccc(Br)cc3)nc2C1	-0.5	2.1	5.6	13.7	98.0	10.6	-6.2	1.0	-31.4
Cc1cc2c(cc1S(=O)(=O)Nc1cccc(F)c1C)NC(=O)CO2	-1.7	-2.4	5.4	15.2	98.0	4.5	31.7	-1.3	-6.7
Cc1cc(C)c2c(n1)nn1c(N3CCN(c4ccccc4)CC3)cc(C)nc21	-1.7	12.4	-2.6	-2.9	93.0	-1.8	-0.6	0.2	5.5
CCOC(=O)CN1C(=O)CSc2ccc(S(=O)(=O)N3CCCC3)cc21	-3.9	-4.3	-2.6	1.4	102.0	-0.7	17.7	-2.4	-16.4
O=C(Nc1ccc(Cl)cc1Cl)NC1CCCC1	-1.7	-7.5	1.3	-3.9	100.0	15.7	8.3	-0.9	-2.1
CC(=O)c1ccc(OC(=O)c2cccs2)cc1	-3.0	-5.0	0.7	2.1	104.0	-5.5	2.9	-1.4	-3.0
N#Cc1nc(COc2ccccc2Cl)oc1N1CCCC1	-3.0	-1.1	-0.4	6.6	98.0	-0.4	27.1	0.3	-8.2
CC(=O)N1CCN(C(=O)c2oc3ccccc3c2C)CC1	-2.9	-10.2	2.8	-1.1	97.0	19.6	13.7	-1.3	-9.6
CC(C)(C(N)=O)N1CCN(c2ncc(C(F)(F)F)cc2Cl)CC1	-3.3	-11.2	3.1	-13.5	105.0	11.3	3.9	-4.3	-20.1
O=C1COc2ccc(C(=O)CCl)cc2N1	-1.4	-11.6	x	-3.8	92.0	21.0	1.0	-1.8	2.8
COCc1c(C(=O)N/N=C/c2ccc(C)o2)nnn1-c1nonc1N	-3.8	-11.0	1.3	-2.2	105.0	3.6	17.4	-2.0	-11.0
Cc1cc(NC(=O)CCC(=O)N(CC(=O)NC2CCCC2)Cc2ccco2)no1	-5.1	-10.5	-3.0	-0.3	107.0	16.4	17.1	-6.1	-12.2
O=C(OCN1C(=O)c2ccccc2C1=O)c1ccccc1	-1.0	-5.4	2.8	5.3	109.0	2.9	35.8	-0.3	-0.8
O=C(Nc1cccc(F)c1)C1CCCN1S(=O)(=O)c1cccc2cccnc12 (configuration not stated)	-2.5	-3.0	-1.1	-3.6	108.0	6.7	-6.8	-2.1	-14.9
O=C(NCCc1csc(-c2ccccc2)n1)c1ccccc1F	-3.8	-11.8	-1.6	-1.4	97.0	15.6	-7.0	-0.8	-24.6
Cc1ccc(CN(Cc2ccccc2)C(=S)Nc2ccccc2C)o1	-2.7	7.3	-1.6	-13.4	98.0	-19.0	-2.0	-0.4	7.9
COc1cc(C(=O)Nc2ccc(N(C)C)cc2)cc(OC)c1OC	-1.9	-16.4	-3.1	-0.5	101.0	13.9	29.3	0.3	-7.4
CCc1ccc(C(=O)Nc2ccc(S(=O)(=O)Nc3nc(C)cc(C)n3)cc2)o1	-2.7	-14.9	-0.1	-4.8	101.0	1.4	-10.5	1.0	-11.8
O=C(COC(=O)C1CCC1)NCCc1ccc(Cl)cc1Cl	-0.8	-9.8	3.9	-0.4	85.0	-7.5	35.2	-0.8	-27.9
CC(Nc1cc(N2CCN(C(=O)C(C)(C)C)CC2)ccc1[N+](=O)[O-])c1ccccc1 (configuration not stated)	-2.2	-9.0	-2.1	-22.8	103.0	2.0	19.2	1.2	-13.3
COCC(C)n1c(C)cc(C(=O)CSc2cc(C)c3ccccc3n2)c1C (configuration not stated)	-0.4	-15.0	-3.7	-2.0	90.0	6.9	-2.0	-5.8	-23.5
O=C(Cc1ccc(Br)cc1)OCC(=O)c1ccc2c(c1)OCCO2	0.5	4.5	1.5	-9.2	106.0	-5.8	26.7	-0.1	-6.1
Cn1nc(C(C)(C)C)cc1C(=O)Sc1cccc(Br)c1	-1.7	-13.2	-0.6	0.2	103.0	10.1	36.4	-1.4	-16.6
CCC(=O)Oc1ccc(C(=O)Nc2ccc3c(c2)C(=O)N(C2CCCCC2)C3=O)cc1	-3.1	-8.3	1.0	1.1	94.0	8.0	13.0	-4.3	-2.1
Cc1oc(-c2ccccc2F)nc1CS(=O)CC(=O)NCc1ccc(F)cc1 (configuration not stated)	-2.3	6.1	-3.9	-8.5	99.0	1.0	22.8	-0.6	-33.2
O=C1CCCN1c1cc(Cl)ccc1Cl	3.7	15.9	2.7	1.9	100.0	-21.8	0.2	-0.5	0.9
COc1ccc(NC(=O)/C(C#N)=C/c2ccc[nH]2)c(OC)c1	-2.9	-12.4	5.4	-7.6	97.0	6.7	-34.0	-1.9	-7.0
Cc1noc(C)c1C(=O)NCc1ccccc1F	0.1	-13.7	6.6	12.6	77.0	11.5	29.2	-1.7	-2.2
CCOC(=O)C1=C(C)N(CC(C)C)C(=O)/C1=C\c1cccs1	-1.1	-4.0	10.1	-2.5	94.0	13.2	33.1	0.5	-6.0
O=C(CCc1ccc(S(=O)(=O)NC2CCCCC2)cc1)NCc1ccc(Cl)cc1	-2.5	4.6	4.3	-13.7	102.0	-5.5	-15.3	-0.9	-32.4
CCN(CC)C(=O)c1ccc2c(c1)N(Cc1ccccc1)C(=O)CS2=O (configuration not stated)	-4.5	-13.1	4.4	3.3	92.0	5.6	-22.1	-0.8	-23.0
CC(=O)NNc1cc(C)nc(NS(=O)(=O)c2ccc(C)cc2)n1	-1.5	3.4	2.1	-2.8	107.0	8.1	x	-0.6	-0.8
Cc1ccc(S(=O)(=O)N2CCN(CC(O)COc3ccccc3)CC2)cc1 (configuration not stated)	-2.5	-9.1	1.0	-4.0	103.0	-16.0	12.0	-0.4	-24.8
O=C(OCCCN=C1NS(=O)(=O)c2ccccc21)c1ccc(F)cc1	-1.5	3.3	1.9	0.6	96.0	16.5	-6.8	-0.1	-6.3
Cc1ncc([N+](=O)[O-])n1CC(=O)NCc1ccccc1	-2.6	-12.3	-4.2	-0.2	u	8.0	50.1	-6.2	0.3
CN(CC(=O)N1CCc2ccccc2C1)S(=O)(=O)c1ccc2c(c1)c(=O)n(C)c(=O)n2C	-3.3	6.2	2.2	-5.5	104.0	-9.4	10.1	-0.9	3.4
COc1ccc(OC)c(N2C(=O)C(Cl)=C(N3CCOCC3)C2=O)c1	-2.2	-15.2	-1.9	2.1	106.0	19.9	18.8	0.6	-3.9
NC(=O)C1CCN(C(=O)CC2(CC(=O)O)CCCC2)CC1	-1.1	-16.3	4.0	-5.4	99.0	0.0	6.4	-1.0	-1.3
Cc1ccc(S(=O)(=O)N[C@@H](C)C(=O)N2CCC(C(=O)N[C@@H](Cc3ccccc3)C(=O)O)CC2)cc1	-3.6	-32.1	5.5	1.5	101.0	-0.2	19.9	-0.7	-42.5
O=C(C[n+]1cc(Br)cc(Br)c1)c1ccc(-c2ccccc2)cc1	-4.6	6.1	-2.7	10.8	97.0	-0.3	-7.4	-1.6	6.7
COc1cc(NC(=O)COC(=O)CNC(=O)c2ccc(C)cc2)c(C)cc1[N+](=O)[O-]	-0.6	8.7	1.6	-11.2	98.0	-1.2	4.1	-0.8	9.8
CNc1nc(C(=O)O)nc(N2CCOCC2)n1	-0.2	-5.5	6.2	0.9	90.0	16.7	-11.6	-3.3	11.0
CC(=O)c1ccc(OCc2cc(=O)n3ccsc3n2)cc1	-2.4	1.2	2.1	0.7	93.0	-0.1	4.9	-3.9	-2.9
Cc1ccc(S(=O)(=O)N2CCN(CC(=O)Nc3ccc4c(c3)CCC4)CC2)cc1C	-2.9	4.5	-5.5	1.6	103.0	-49.6	-23.6	-0.4	-3.7
COc1ccccc1-c1cc(C(=O)NCc2ccc(Cl)cc2)no1	0.0	-6.5	-5.4	-6.2	103.0	-4.2	39.9	-2.7	-0.6
Cc1ccc(NC(=O)/C=C/c2cccc(C(F)(F)F)c2)cc1	-4.1	-1.7	-4.7	-1.3	96.0	-19.4	-7.1	-0.8	2.4
CCc1cc2c(CN(C)Cc3ccccc3F)cc(=O)oc2cc1O	-4.0	-12.7	2.0	11.8	97.0	14.6	26.9	-3.5	-22.1
